Assay outcomes as filed in PubChem.
ARNT-TACC3 inh – disruptors of ARNT/TACC3 protein interaction, primary screen, biochemical, AlphaScreen, single concentration; inhibition, % at 9.99 µM; AlphaScreen His-ARNT PAS-B/GST-TACC3 binding, luminescence; TACC3 fragment carries E629A point mutation; 390,000 compounds, 0.66% hits; Transforming acidic coiled-coil-containing protein 3 (Homo sapiens), Q9Y6A5;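 active = mean inhibition of replicates at least 50% and at least half of replicates each reaching 50%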;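 also: 0% = complete ARNT plus TACC3 wells and 100% = ARNT alone without TACC3; many hits fall short of the cut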
SIRT5 block – SIRT5 desuccinylase inhibitors, primary screen, biochemical, fluorescence imaging, single point, set 5 | Purified SirT5, succinyl-peptide AMC, trypsin-coupled fluorescence | inhibition, % at 15 µM | 330,000 compounds, 1.1% hits | AID 652115, 2013; in the data active = inhibition above about 15%
Target sequence (Q9NXA8 whole entry, looked up): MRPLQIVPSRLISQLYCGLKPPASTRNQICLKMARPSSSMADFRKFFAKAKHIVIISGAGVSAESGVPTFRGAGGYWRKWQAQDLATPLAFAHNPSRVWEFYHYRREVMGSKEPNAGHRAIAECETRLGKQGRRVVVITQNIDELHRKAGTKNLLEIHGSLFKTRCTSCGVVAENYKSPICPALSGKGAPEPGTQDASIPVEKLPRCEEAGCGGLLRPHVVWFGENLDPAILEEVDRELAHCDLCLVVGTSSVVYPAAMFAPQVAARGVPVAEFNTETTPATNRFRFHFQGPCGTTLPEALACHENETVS
ERp5 block – inhibitors of ERp5-driven insulin aggregation, primary screen, biochemical, turbidity, absorbance 650 nm, single point; Protein disulfide-isomerase A6 (Homo sapiens), Q15084; 90 min; inhibition, % at 9.99 µM; 350,000 compounds, 0.05% hits; AID 651711, 2012;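 active = mean replicate inhibition above about 25%, with every replicate also reaching it, limit read from the data, passing the limit was not always enough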
Target sequence (Q15084 whole entry, looked up): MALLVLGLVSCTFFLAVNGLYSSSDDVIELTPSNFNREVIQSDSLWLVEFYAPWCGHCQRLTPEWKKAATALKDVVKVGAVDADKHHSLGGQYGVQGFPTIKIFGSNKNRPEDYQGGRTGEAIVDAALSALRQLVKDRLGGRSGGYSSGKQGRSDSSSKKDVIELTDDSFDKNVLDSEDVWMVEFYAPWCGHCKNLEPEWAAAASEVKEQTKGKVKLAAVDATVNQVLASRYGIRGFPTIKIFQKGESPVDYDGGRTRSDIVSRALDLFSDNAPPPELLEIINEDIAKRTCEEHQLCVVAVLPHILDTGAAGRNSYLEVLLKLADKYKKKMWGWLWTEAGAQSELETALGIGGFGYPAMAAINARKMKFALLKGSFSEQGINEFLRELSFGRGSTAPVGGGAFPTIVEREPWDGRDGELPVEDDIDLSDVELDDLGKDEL
Statin myotox sup – suppressors of statin myotoxicity in C2C12 myotubes, primary screen, cell-based, single point, plate reader; C2C12 myotubes + simvastatin, ATP luminescence, 48 h; scaled: DMSO 0, geranylgeraniol control 100; 330,000 compounds, 0.78% hits; rescue of ATP level, % at 7.49 µM;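 active = mean ATP rescue above about 67%, or every replicate alone reaching that limit, limit read from the data, passing the limit was not always enough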;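 also: myotubes were challenged with 10 µM simvastatin during compound exposure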
esBAF inh – Bmi1 luciferase reporter increase in mESCs, primary screen, esBAF inhibitor project, mouse ES cells, Bmi1 luciferase knock-in, single point | 350,000 compounds, 2% hits | 24 h; 100% = twice the neutral-well signal | reporter increase, % at 12.5 µM; in the data active = activation above about 40%;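 also: 0% = median of the plate's neutral control wells and 100% = double that signal; a rise in the Bmi1 reporter signal indicates esBAF inhibition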
Cneo AK release – Cryptococcus neoformans cell lysis inducers, primary screen, AK release luminescence, single concentration; 360,000 compounds, 0.2% hits; AID 651654, 2012; C. neoformans lysis, adenylate kinase release luminescence, 4 h; normalised: neutral wells 0, clomiphene wells 100; lysis activity, % at 15 µM;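 active = mean lysis activity across replicates of at least 80%, whatever share of replicates individually reach that level; inactive = mean lysis activity below 80%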
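Material – Cryptococcus neoformans yeast cells · Quantity – 5 × 10^6 yeast cells/mL · Buffer or medium – YPD medium · Compound – single dose · Timing – 4 h static compound exposure, 37 °C, read 1 h post-reagent · Signal – adenylate kinase release luminescence · Read-out basis – lysis from increased AK signal · Benchmarks – Clomiphene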
miR122 inh – miR-122 Renilla sensor signal increase in Huh7, primary screen, miR-122 inhibitor project, cell-based, single point, plate reader | activation (reporter increase), % at 12.5 µM | 340,000 compounds, 0.3% hits | AID 602342, 2012 | Huh7 miR-122 Renilla luciferase sensor, 48 h; neutral wells = 0, positive control = 100;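 active = mean replicate activation score at least 90 and every replicate individually at or above 90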;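 also: higher luciferase means less miR-122 activity so hits act as miR-122 inhibitors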
* hit, by the source's call; nt = no result given; [ ] = another dose, or the depositor's remark.

mol	miR122 inh	Statin myotox sup	Cneo AK release	esBAF inh	ARNT-TACC3 inh	SIRT5 block	ERp5 block
O=C1/C(=C/c2ccc(O)cc2)CCc2ccc([N+](=O)[O-])cc21	nt	nt	nt	nt	-1	-2	-1
CCCC(=O)Nc1ccc2nn(-c3ccc(OC)cc3)nc2c1	2	-17	-4	50*	3	nt	6
OCC[C@@H]1NCc2cc(CO)cc(-c3ccccc3)c21	2	16	20	-10	-3	-1	1
Cc1ccc([N+](=O)[O-])cc1S(=O)(=O)Nc1ccc(C(=O)N(C)C)cc1	1	2	3	-1	-2	0	0
CC(C)CCNC(=O)CN(Cc1ccc2c(c1)OCO2)C(=O)Cn1nnc(-c2cccs2)n1	4	7	0	4	3	nt	nt
NC1=NC2(CCCCC2)N=C(Nc2ccc(F)cc2F)N1	-3	-3	70	21	0	nt	nt
CC(NCC(=O)Nc1ccccc1C(=O)NC1CC1)c1cccc(Cl)c1 (configuration not stated)	nt	nt	nt	nt	0	-4	-2
CC1(C)CC(CCN(Cc2ccccc2)C(=O)c2ccco2)(c2ccccc2)CCO1 (configuration not stated)	nt	nt	2	nt	4	-4	-5
Cc1nn2c(N3CCN(C)CC3)cc(C(C)(C)C)nc2c1-c1ccccc1	-4	-49	9	-12	-10	15*	3
O=S1(=O)CC(N2CCC(Cc3ccccc3)CC2)CN1Cc1ccc(F)cc1 (configuration not stated)	2	10	-1	0	nt	1	-9
O=C(NC1CC1)c1nc2c(nnn2Cc2ccccc2Cl)c(=O)[nH]1	4	-20	-6	-4	2	6	5
CC(Sc1nnc(-c2ccco2)n1C)C(=O)Nc1ccc(N2CCOCC2)cc1 (configuration not stated)	nt	-10	2	7	2	-2	-5
CCC(C)(C)NC(=O)c1ccc(Sc2nncn2C)c([N+](=O)[O-])c1	-6	-9	5	1	-10	-4	-6
CCN(CC(=O)Nc1c(F)cccc1F)C(=O)CCc1nc2cc(S(=O)(=O)N3CCOCC3)ccc2n1C	nt	nt	nt	nt	-1	-2	-6
CCc1c(C)nc2cc(-c3cccc(Br)c3)[nH]n2c1=O	nt	-40	1	56*	-3	-1	3
CC(C)CCn1c(NCCN(C)C)nc2c1c(=O)[nH]c(=O)n2C	-6	8	-2	-6	0	nt	nt
COc1ccc(CC(=O)NCC(=O)N/N=C/c2c[nH]c3ccccc23)cc1	-7	6	-2	-1	-5	-2	-3
Cc1c(Cl)cccc1-c1ccc(CNCc2ccccn2)o1	nt	-4	1	9	64*	-8	2
Cc1c(C(=O)Nc2c(C)n(C)n(-c3ccccc3)c2=O)oc2c(Cl)cccc12	2	-12	5	1	1	1	3
Cc1ccc(NC(=O)C2CCN(c3ncnc4c3nc3n4CCCCC3)CC2)nc1	-3	2	-1	-2	3	-2	-1
CC(=O)Nc1c(C(=O)C2CC2)oc2ccccc12	-11	1	0	7	-8	-1	0
Cc1cc(Cl)ccc1NC(=S)NCc1ccco1	nt	nt	nt	nt	-1	-1	3
C#CCOCCOCCOCCNc1nc(N2CCN(C(=O)C(Cc3ccc(O)cc3)n3cc(C(N)C(C)CC)nn3)CC2)nc(N2CCN(C(=O)C(Cc3ccc(O)cc3)n3cc(C(N)C(C)CC)nn3)CC2)n1 (configuration not stated)	-4	2	4	13	17	nt	4
O=C(C1CCN(c2nnc(-n3cccc3)s2)CC1)N1CCN(Cc2ccc3c(c2)OCO3)CC1	-4	23	2	7	7	nt	1
COc1ccc2c(C)cc(SCc3c(C)noc3C)nc2c1	-2	-23	11	-5	-1	-7	2

One compound at a time, as listed above. Order of screens: miR122 inh | Statin myotox sup | Cneo AK release | esBAF inh | ARNT-TACC3 inh | SIRT5 block | ERp5 block
CCC(C)(C)NC(=O)c1ccc(Sc2nncn2C)c([N+](=O)[O-])c1 across the screens: -6 | -9 | 5 | 1 | -10 | -4 | -6
CC(C)CCn1c(NCCN(C)C)nc2c1c(=O)[nH]c(=O)n2C across the screens: -6 | 8 | -2 | -6 | 0 | nt | nt

(further entries)
mol	miR122 inh	Statin myotox sup	Cneo AK release	esBAF inh	ARNT-TACC3 inh	SIRT5 block	ERp5 block
O=C(Nc1ccon1)c1cc2c(s1)CCCC2	-3	-15	nt	24	5	-11	-5
CN=C(Nc1ccccc1OC)SC1CC(=O)N(c2ccc(C(=O)OC)cc2)C1=O (configuration not stated)	-2	nt	-2	nt	25	nt	nt
COc1ccccc1NC(=O)N[C@H]1CC[C@H](CC(=O)N[C@H](C)c2ccccc2)O[C@H]1CO	nt	-9	-7	2	-31	2	2
Cc1cc(=O)oc2c3c(cc(OCC(=O)N4CCC[C@H]4C(=O)O)c12)OC(C)(C)CC3	4	0	0	-4	32*	nt	12
Cc1occc1C(=O)N1CCC2(CCCN(Cc3ccc(F)c(F)c3)C2)C1 (configuration not stated)	-6	14	0	-6	nt	-5	1
Cn1c(=O)c2c(ncn2CC(=O)Nc2cccc(S(=O)(=O)Nc3ccccc3F)c2)n(C)c1=O	-2	19	-3	-4	24	1	3
CCN(C(=O)COC(=O)c1c(C)c(-c2ccccc2)nc2ccccc12)C1CCS(=O)(=O)C1 (configuration not stated)	23	-54	-2	-2	4	-6	-3
Cc1cc(NC(=O)COc2ccc(F)c(Cl)c2)no1	-12	-1	-2	-9	nt	-4	2
O=C(Cn1c(=O)cnc2ccccc21)NC1CCC(O)CC1 (configuration not stated)	0	-14	1	nt	-3	-5	-3
COc1cccc(CN(C)C(=O)CNC(=O)c2sc3ccccc3c2Cl)c1OC	11	-4	-3	-3	2	1	-6
COCCn1c(SCC(=O)Nc2ccccc2C(F)(F)F)nc2ccccc2c1=O	nt	3	-1	0	1	-2	-1
CO[C@H]1CN(C)C(=O)c2ccc(NC(C)=O)cc2OC[C@@H](C)N(S(C)(=O)=O)C[C@@H]1C	1[16.7 µM]	-6	7	0	2	-2	0
CC(=O)/C(=N\Nc1ccc(Cl)cc1Cl)Sc1nnc(-c2ccccc2)n1-c1ccccc1	3	11	1	-14	3	nt	nt
Cc1ccccc1CSCc1nc(N)nc(Nc2ccccc2C)n1	1	12	nt	32	1	2	7
CCOc1ccc(NC(=O)CN2C(=O)COc3ccccc32)cc1	nt	13	2	5	-6	-4	-8
Nn1c(Cc2ccccc2F)nnc1SCn1nnc2ccccc2c1=O	-2	nt	1	-5	-1	nt	nt
COc1ccc(CC(=O)n2[nH]c(=O)ccc2=O)cc1OC	0	nt	6	nt	3	0	7
CSc1ncccc1C(=O)N1CCN(S(=O)(=O)c2cc(C)ccc2C)CC1	4	14	3	-9	-1	7	0
CCOc1ccc(OCC)c(N=c2oc3c(C)ncc(CO)c3cc2C(N)=O)c1	-14	14	14	8	-10	nt	nt
CC(=O)NC(Cc1cc(C)ccc1C)C(=O)N1CCN(C(=O)c2ccc([N+](=O)[O-])cc2)CC1 (configuration not stated)	nt	0	1	3	nt	-2	-4
C[C@H]1CCCCO[C@H](CN(C)C(=O)Cc2ccccc2)[C@@H](C)CN([C@@H](C)CO)C(=O)c2cc(NC(=O)Nc3ccccc3)ccc2O1	-5[16.7 µM]	nt	3	-1	-4	6	-2
O=S(=O)(c1ccccc1)N1CCCCN2[C@@H](CO)[C@H](c3ccc(-c4cncnc4)cc3)[C@@H]2C1	1[16.7 µM]	nt	-4	nt	-7	5	1
COc1cc(OC)c2c(-c3ccccc3)cc(=O)oc2c1C(CC(=O)N1CCOCC1)c1ccc2c(c1)OCO2 (configuration not stated)	36	3	2	7	-3	2	1
Cc1cc(C)cc(Oc2c(C(F)(F)F)oc3cc(OCC(=O)O)ccc3c2=O)c1	9	-20	-2	-4	24	-5	-5
Cc1ccccc1-c1nnn(C/C(N)=N/O)n1	nt	nt	nt	nt	-4	-2	4

Results in Cneo AK release, miR122 inh and Statin myotox sup, for some of the entries so far:
SMILES,Cneo AK release,miR122 inh,Statin myotox sup
COc1ccc(CC(=O)NCC(=O)N/N=C/c2c[nH]c3ccccc23)cc1,-2,-7,6
Cc1c(Cl)cccc1-c1ccc(CNCc2ccccn2)o1,1,nt,-4
Cc1c(C(=O)Nc2c(C)n(C)n(-c3ccccc3)c2=O)oc2c(Cl)cccc12,5,2,-12

Continued.
mol	miR122 inh	Statin myotox sup	Cneo AK release	esBAF inh	ARNT-TACC3 inh	SIRT5 block	ERp5 block
S=c1sc2c(N3CCOCC3)ncnc2n1-c1ccccc1	-5	-2	2	14	-7	nt	-8
Cc1cc(S(=O)(=O)Nc2ccc(C(=O)NC3CC3)cc2)ccc1F	-6	-3	1	3	nt	nt	3
Cc1ccccc1OCC(=O)NNC=O	-1	-1	2	-10	-3	1	4
COc1ccc(S(=O)(=O)N(C)C[C@@H]2Oc3c(NS(=O)(=O)c4cn(C)cn4)cccc3C(=O)N([C@H](C)CO)C[C@H]2C)cc1	4[16.7 µM]	21	-2	2	nt	-5	-1
CN(C)c1ccc(C2N(C)C(=O)c3ccccc3N2C)cc1 (configuration not stated)	5	13	-4	9	-3	-2	0
Cc1cccc(NC(=O)c2ccc(S(=O)(=O)N3CCCC3)cc2)c1C	nt	17	-1	1	-28	-3	1
COc1ccccc1C(=O)Nc1ccc2c(c1)OC[C@H](C)N(CC1CC1)C[C@@H](C)[C@@H](OC)CN(C)C2=O	6[16.7 µM]	-13	nt	-4	nt	nt	nt

Some values from above:
`Cc1cc(C)cc(Oc2c(C(F)(F)F)oc3cc(OCC(=O)O)ccc3c2=O)c1` @ SIRT5 block = -5
`O=C(Nc1ccon1)c1cc2c(s1)CCCC2` @ ARNT-TACC3 inh = 5
`Cc1cccc(NC(=O)c2ccc(S(=O)(=O)N3CCCC3)cc2)c1C` @ Cneo AK release = -1

Of the compounds above, these contain a thiophene ring, fused or not.
mol	miR122 inh	Statin myotox sup	Cneo AK release	esBAF inh	ARNT-TACC3 inh	SIRT5 block	ERp5 block
CC(C)CCNC(=O)CN(Cc1ccc2c(c1)OCO2)C(=O)Cn1nnc(-c2cccs2)n1	4	7	0	4	3	nt	nt
O=C(Nc1ccon1)c1cc2c(s1)CCCC2	-3	-15	nt	24	5	-11	-5
COc1cccc(CN(C)C(=O)CNC(=O)c2sc3ccccc3c2Cl)c1OC	11	-4	-3	-3	2	1	-6
